Screens as filed in PubChem BioAssay.
14-3-3 PPI = modulators of human 14-3-3 gamma - Raf peptide interaction; P61981; hit rate 0.19% among 160,000; AID 422; FP, 14-3-3gamma / TMR-pS259-Raf peptide binding; inhibition, % at 40 µM; in the data active = inhibition above about 30%;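 also: 0% = protein plus tracer without compound and 100% = blank with tracer alone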
Target sequence (P61981 whole entry, looked up): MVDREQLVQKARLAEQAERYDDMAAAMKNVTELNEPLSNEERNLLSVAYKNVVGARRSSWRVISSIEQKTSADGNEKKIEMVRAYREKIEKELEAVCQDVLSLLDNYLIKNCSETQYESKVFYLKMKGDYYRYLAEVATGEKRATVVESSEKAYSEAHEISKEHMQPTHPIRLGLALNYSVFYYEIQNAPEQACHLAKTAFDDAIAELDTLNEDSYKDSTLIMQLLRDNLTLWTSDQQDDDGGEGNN
Starred values were filed as active, the others as inactive; & = joins results of further samples. The list is partial; the hit share may differ from the screen's.

compound,14-3-3 PPI
CCC(=O)N1CCc2cc(S(=O)(=O)CCC(=O)Nc3ccc(OC)cc3)ccc21,3.4
COc1cccc(CNC(=O)C2CCCN(S(=O)(=O)c3cccc4nsnc34)C2)c1 (configuration not stated),-0.1
COC(=O)c1ccccc1NC(=O)C1CCN(S(C)(=O)=O)CC1,-0.8
O=C(NC1CCCCC1)c1cc(Sc2ccc(F)cc2)nc2ccccc12,3.3
CCOC(=O)c1c(C)nn(Cc2ccccc2)c1N,-10.2
O=C(CN1C(=O)COc2ccc(S(=O)(=O)N3CCCC3)cc21)NCCc1ccccc1,-11.1
COc1cc(C2C3=C(CC(C)(C)CC3=O)NC3=C2C(=O)CC(C)(C)C3)cc(I)c1O,-3.2
Cc1cc(NC(=O)c2ccc(C(=O)Nc3cc(C)on3)s2)no1,-18.3
O=C(c1ccc(S(=O)(=O)NCC2CCCO2)cc1)N1CCc2ccccc21 (configuration not stated),0.2
CCCc1nnc(SCCSc2nnc(CCC)n2N)n1N,-8.8
COc1ccc(C(=O)Nc2ccc3nn(-c4ccc(F)cc4)nc3c2)cc1[N+](=O)[O-],-28.7
CCOc1ccc(S(=O)(=O)NCc2csc(C)n2)cc1,1.8
CCOC(=O)C1=C(C)N=C2SC(C)C(=O)N2C1c1ccc(OCC)cc1 (configuration not stated),-1.0
COCc1cc(C)nc(N2CCOCC2)c1C#N,5.6
O=c1cc(-c2ccccc2)c2ccc(OCc3ccc([N+](=O)[O-])cc3)cc2o1,-2.8
COC(=O)c1ccc(CSc2nnc(NCc3ccccc3)s2)o1,2.6
O=C1CCCC(C(=O)NC2CCCCCC2)(c2ccc(F)cc2)N1Cc1ccccc1Cl (configuration not stated),-3.9
Cc1ccc(NC(=O)C2CCN(S(=O)(=O)c3cccc4cccnc34)CC2)cc1Cl,-35.8
Cc1ccc(NC(=O)CN2CCOCC2)cc1,0.6
CC1=C(C(=O)OC(C)C)C(c2ccccn2)C2=C(CC(C)(C)CC2=O)N1 (configuration not stated),-1.0
CC(C)(C)c1cc(Cc2ccc(O)c(C(=O)O)c2)cc(C(C)(C)C)c1O,-9.3
Cc1ccc(C(=O)Nc2c(C(=O)N3CC(C)OC(C)C3)cnn2-c2ccccc2)cc1 (configuration not stated),2.0
COc1ccc(S(=O)(=O)N(CC(=O)Nc2cccnc2)c2ccc(Cl)cc2)cc1,-8.8
COc1ccc2cc3cc(C(=O)N(C)c4cccc(C)c4)sc3nc2c1,7.5
O=C(CSc1nc2ccccc2o1)Nc1ccc(Cl)cn1,1.4
CC(C)Cn1c(=O)n(C)c(=O)c2[nH]cnc21,-1.4
CCCC(=O)N=C1SC2CS(=O)(=O)CC2N1c1ccc(CC)cc1 (configuration not stated),4.0
Cc1nnc2n(C3CCCCC3)c(=O)c3c4c(sc3n12)COC(C)(C)C4,4.8
Cc1cccc(N2CCN(C(=O)c3cnn4c(C(F)(F)F)cc(-c5ccccc5)nc34)CC2C)c1 (configuration not stated),0.9
NC(=O)C1(N2CCCCC2)CCN(c2c(-c3ccccc3)c3cc(Cl)ccc3[nH]c2=O)CC1,-6.7
COc1ccc(-c2nsc3c(N4CCCC4)ncnc23)cc1,0.4
CCCn1c(SC(C)CC)nc2c1c(=O)[nH]c(=O)n2C (configuration not stated),6.0
CCOC(=O)CSc1ncnc2nc[nH]c12,-10.8
Cc1ccc2c(c1Br)C(=Nc1ccc(C#N)cc1)C(=O)N2,-7.6
CCc1cc2c(N3CCN(c4ccccc4)CC3)ncnc2s1,-2.6
Cc1ccc(NC(=O)C2CCCN(S(=O)(=O)c3cccs3)C2)cc1 (configuration not stated),-4.3&0.8

Shown field by field: part of the list above.
> NC(=O)C1(N2CCCCC2)CCN(c2c(-c3ccccc3)c3cc(Cl)ccc3[nH]c2=O)CC1
  14-3-3 PPI = -6.7
> Cc1cccc(N2CCN(C(=O)c3cnn4c(C(F)(F)F)cc(-c5ccccc5)nc34)CC2C)c1 (configuration not stated)
  14-3-3 PPI = 0.9
> Cc1ccc2c(c1Br)C(=Nc1ccc(C#N)cc1)C(=O)N2
  14-3-3 PPI = -7.6
> COc1ccc(-c2nsc3c(N4CCCC4)ncnc23)cc1
  14-3-3 PPI = 0.4

Further records follow.
compound,14-3-3 PPI
CN(C)S(=O)(=O)N1CCCN(S(=O)(=O)N(C)C)CC1,0.6
CCCCN(CC)S(=O)(=O)c1ccc(C(=O)Nc2nnc(-c3cccs3)o2)cc1,-5.8
Cc1ccc(CNC(=O)CCC(=O)Nc2ccc3nc(N4CCC(C)CC4)cc(C)c3c2)cc1,-4.7
CCc1ccc(C(=O)CC2(O)C(=O)Nc3ccccc32)cc1 (configuration not stated),1.7
CCOC(=O)C(CC)Sc1nc2c(c(=O)n1-c1ccc(C)cc1)SCC2 (configuration not stated),-2.8
O=C1c2cccc3cccc(c23)C(=O)N1C(c1ccccc1)c1ccccc1,6.8
CCCc1cc(C(=O)Nc2cccc(Cl)c2)no1,-1.1
CCOc1ccc(C2N(Cc3ccccc3)CCN2Cc2ccccc2)cc1,-4.3
CCNC(=O)c1c(NC(=O)C2COc3ccccc3O2)sc2c1CCCC2 (configuration not stated),-1.7
COc1cccc(C2C=C(c3ccc(Cl)cc3OC(F)F)Nc3ncnn32)c1OC (configuration not stated),3.2
COc1ccccc1-c1cc(C(=O)Nc2c(C)n(C)n(-c3ccccc3)c2=O)no1,-9.0
CCOc1ccccc1C1Nc2ccccc2-c2nnc(SCC)nc2O1 (configuration not stated),-36.7
COc1ccc(NC(=O)CSc2nnc(Cc3cccn3C)n2CCc2ccccc2)cc1OC,-6.3
COc1ccc(N(C)S(=O)(=O)c2ccc3c(c2)oc(=O)n3C)cc1,-2.8&-6.9
CCOC(=O)C1CCN(C(c2cc3ccc(C)cc3[nH]c2=O)c2nnnn2C2CCCCC2)CC1 (configuration not stated),-7.1
CCCC1=C(C(=O)OCC)C(c2ccccc2OCC)NC(=O)N1C (configuration not stated),4.8&2.7
Cc1ccccc1N(Cc1ccccc1)Cc1ccccc1,-4.5
O=C(Oc1ccccc1C(=O)Oc1ccccc1)c1ccco1,0.7
O=C1c2ccccc2NC(c2ccc(Br)cc2)N1c1ccc2ccccc2c1 (configuration not stated),0.2
Cc1ccc(CCN2C(=O)c3ccccc3C2C(=O)NCCCN2C(C)CCCC2C)cc1 (configuration not stated),-4.6
Cc1nc2sc(C(c3ccc(C(C)C)cc3)N3CCN(C)CC3)c(O)n2n1 (configuration not stated),1.7
CC1CN(CCC(=O)Nc2ccc3c(c2)OCO3)CC(C)O1 (configuration not stated),-9.1
Cc1ccc2c(Cl)cc(Cl)c(OCc3c(C)noc3C)c2n1,2.8
O=C(CCCn1c(=O)[nH]c2cc(Cl)ccc2c1=O)NCCN1CCN(c2ccccc2)CC1,-0.5
CC1=C(C(=O)N2CCc3ccccc32)C2(CCC(C)CC2)OC1=O (configuration not stated),-10.4
Cc1ccc(-c2nc3ncccc3o2)cc1NC(=O)COc1cccc(C)c1C,-4.0
COc1ccc(CCNS(=O)(=O)c2ccc3c(c2)c(=O)n(C)c(=O)n3C)cc1OC,12.1
CCc1nnc(NC(=O)NCN2C(=O)C3C4C=CC(C4)C3C2=O)s1 (configuration not stated),-2.1
O=C(NC1CCCC1)c1noc2c1CCCCC2,-7.8
CS(=O)(=O)N1CCN(C(=O)c2c(F)cccc2F)CC1,-8.8
Clc1ccc2nc(CSc3nnc(-c4c[nH]c5ccccc45)o3)cn2c1,-3.0
O=C(Nc1ccccc1)c1cc(S(=O)(=O)Nc2ccc(F)cc2)cs1,-1.9
CCOc1ccc(C2NC(=O)NC(C)=C2C(=O)Nc2ccccc2OCC)cc1 (configuration not stated),-3.5
Cn1c(=O)c2c(ncn2Cc2ccccc2C#N)n(C)c1=O,3.3
CCN(CC)CC(=O)Nc1c(C)cccc1C,-5.9&-2.6&11.1
COc1ccc(C2NC(=O)NC(O)(C(F)(F)F)C2C(=O)c2ccc(F)cc2)cc1 (configuration not stated),-6.0
O=C1CCCN2N=C(SCC(=O)Nc3cccc4ccccc34)SC2=N1,-21.3
NC(=O)NCC12CC3CC(CC(C3)C1)C2,-4.6
O=C(c1cccs1)N1CCN(c2ccc([N+](=O)[O-])c(N3CCOCC3)c2)CC1,4.0
Cc1ccc(NC2=NCC(=O)N2Cc2ccc3c(c2)OCO3)cc1,-5.0
Oc1c(Cl)cc(Cl)cc1Sc1cc(Cl)cc(Cl)c1O,-1.1
CCOc1ccccc1NC(=O)C1=C(C)NC(=S)NC1c1ccc(Br)cc1 (configuration not stated),6.5
CC(=O)Nc1ccc(S(=O)(=O)N2CCN(c3nc(NC4CCCC4)c4ccccc4n3)CC2)cc1,-2.7
COc1ccc(C)cc1NC(=O)Cn1ccc2ccccc2c1=O,-10.5
Clc1cccc(C2CC(c3ccc(I)cc3)Nc3nnnn32)c1 (configuration not stated),-2.3
c1ccc(-n2c(SCC3CCCCO3)nnc2-c2cccs2)cc1 (configuration not stated),-4.8
O=C1CCCC2=C1C(c1cccc(F)c1)c1c(nc(SCc3ccccc3Cl)[nH]c1=O)N2 (configuration not stated),-5.2
CCCCCCCOC(=O)C1=C(C)Nc2ncnn2C1c1cccs1 (configuration not stated),-5.9
COC(=O)c1sc(S(=O)(=O)N2CCCCC2)c(C(=O)OC)c1C,-1.4&7.0
COc1cccc(OC)c1C(=O)Nc1c2c(nn1C(C)(C)C)CSC2,7.5
CCc1cc(C)cc(OCC(O)Cn2c(C(C)C)nc3ccccc32)c1 (configuration not stated),-48.6
COc1ccc(OCc2nc(C#N)c(N3CCCC3)o2)cc1,-17.0
Cc1cc(-c2ccccc2)nn1-c1nc2c(c(=O)[nH]c(=O)n2C)n1C,1.4
COc1ccc2nc(C)cc(Nc3cccc(C(C)=O)c3)c2c1,-24.8
CCn1c(SCC(=O)Nc2nc3ccc(OC)cc3s2)nnc1-c1ccoc1C,-0.9
O=C(NCCCN1CCOCC1)c1ccc(CS(=O)(=O)c2ccc(Br)cc2)o1,2.0
O=C(O)C1(NCc2ccccc2Cl)CCCCC1,-7.4
COc1ccc2c(C)c(C)c(=O)oc2c1I,0.2
CC(C)NC(=O)CNC(=O)Cn1cnc2ccccc2c1=O,3.0
O=C(NC1CCCCCC1)c1ccc2c(=O)n(CC3CCCO3)c(=S)[nH]c2c1 (configuration not stated),1.2

(list continues)
compound,14-3-3 PPI
O=C(c1nn2c(c1Cl)NC(c1cccs1)CC2C(F)(F)F)N1CCN(c2ccc(F)cc2)CC1 (configuration not stated),-9.8
Cc1ccc(C)c(NC(=O)CSc2nnnn2-c2cccc(O)c2)c1,-4.0
CCCCCCOc1cccc(N)c1,-14.1&-7.5
COc1ccc(S(=O)(=O)n2c(SCC(=O)Nc3ccc(C(C)C)cc3)nc3ccccc32)cc1,2.5
CCOc1ccc2nc(SCC(=O)NCCC34CC5CC(CC(C5)C3)C4)[nH]c2c1,-9.1
CCCN(CCC)c1ncnc2nc[nH]c12,0.5
Cc1ccc(Cn2c(=O)cc(C(=O)NC3CCCCC3C)c3ccccc32)cc1 (configuration not stated),-12.8
CCOc1cc2c(cc1OCC)C(c1ccccc1)N(c1ccc(F)cc1)C(=O)C2 (configuration not stated),-0.2
CC(Oc1ccccc1)C(=O)NCCn1ccc2ccccc21 (configuration not stated),1.2
CCC(C)NC(=O)c1ccc2c(=O)n(CC3CCCO3)c(=S)[nH]c2c1 (configuration not stated),-2.5
Cc1ccc(-c2noc(CCC(=O)N(C)c3ccc(C)c(C)c3)n2)cc1,-2.2
CCOc1ccccc1N1CCN(Cc2cccc(OC)c2OC)CC1,-1.1
Cc1ccc(S(=O)(=O)CCc2nnc(NC(=O)c3ccc(Br)cc3)s2)cc1C,-6.0
COc1cc(-c2cc(C(=O)N3CCN(c4ccccn4)CC3)c3ccccc3n2)cc(OC)c1OC,-0.5
C1CNCCNCCNCCN1,-5.9
CCOC(=O)Cc1nn(CCc2ccccn2)c(=O)c2ccccc12,2.1
CC(C)NC(=O)NC(C)C12CC3CC(CC(C3)C1)C2 (configuration not stated),-12.0
O=C1CC(c2ccco2)CC2=C1C(c1ccco1)Nc1ccccc1N2 (configuration not stated),-3.1
CCOC(=O)C1=CN(C(C)C)C=C(C(=O)OCC)C1c1ccc(O)cc1,-0.5
COc1cc2c(cc1OC)C(C(=O)N1CCCCC1)C(c1ccc(SC)cc1)N(C)C2=O (configuration not stated),2.3
CCOC(=O)c1cc2sccc2n1CC(=O)N1CCCC1,-2.0
CC[C@H]1CN2CCc3cc(OC)c(OC)cc3[C@@H]2C[C@@H]1C[C@H]1NCCc2cc(OC)c(OC)cc21,-3.9&-1.2
N#Cc1nc(COc2ccc(F)cc2)oc1NCCCn1ccnc1,-12.8&1.0
O=C(Nc1ccc(N2CCOCC2)c(Cl)c1)c1ccc(Br)o1,-4.3
CC1CCCCN1S(=O)(=O)c1cc(Br)cc2c1N(C(=O)C1CC1)CC2 (configuration not stated),-8.6
COc1ccc(-n2c(N)c(C(=O)NCc3ccco3)c3nc4ccccc4nc32)c(OC)c1,-15.7
CC1(C)O[C@@H]2C[C@H]3[C@@H]4C[C@H](F)C5=CC(=O)CC[C@]5(C)[C@H]4[C@@H](O)C[C@]3(C)[C@]2(C(=O)CO)O1,-1.1
CC(C)(C)C(=O)Nc1nnc(-c2ccc(Br)cc2)s1,6.5
O=C1CC(c2ccccc2)n2nc(N3C(=O)c4ccccc4C3=O)nc2N1 (configuration not stated),6.7
CN(CC(=O)NC1CCCCCC1)S(=O)(=O)c1ccccc1,1.8
CCCOc1ccc(C2CC(=O)Nc3c2ccc2ccccc32)cc1OC (configuration not stated),1.9
